Source: PubChem BioAssay
Giardia FBPA inh = blocks Giardia fructose-bisphosphate aldolase activity | purified Giardia FBPA | Potency, µM (doses to about 59.6 µM), for the others: at the highest dose activity, negative = inhibition, actives largely listed as inhibitors | 290,000 tested, 0.71% active | AID 2451; note: potency is the fitted concentration of half-maximal effect; nearly all actives have a fitted effect of over 55% in size
Target sequence (A8B2U2 whole entry, looked up): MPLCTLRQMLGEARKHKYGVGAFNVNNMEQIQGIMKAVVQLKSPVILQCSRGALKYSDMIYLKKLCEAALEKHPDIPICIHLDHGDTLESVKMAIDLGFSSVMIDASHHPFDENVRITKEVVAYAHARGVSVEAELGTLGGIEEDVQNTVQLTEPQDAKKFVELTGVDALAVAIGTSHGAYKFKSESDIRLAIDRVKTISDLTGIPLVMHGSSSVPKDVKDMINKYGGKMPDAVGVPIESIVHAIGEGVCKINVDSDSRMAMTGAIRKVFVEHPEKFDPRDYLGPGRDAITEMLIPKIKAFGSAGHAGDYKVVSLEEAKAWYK
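40 nM FBPA preincubated 10 min at RT with compound (up to 57.5 uM final), then substrate plus GAPDH/TPI/NAD/arsenate coupling and diaphorase/resazurin added. Fluorescence read after 20 min at RT, 525/598 nm.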
AmpC inh detg = inhibitors of E. coli AmpC beta-lactamase with detergent. Potency, µM (titrated, usually from 114 µM), inactives show at the highest dose activity change, negative = inhibition, hits mostly inhibitors. P00811. 370,000 tested, 0.041% active. AmpC hydrolysis of nitrocefin, absorbance 480 nm, 0.01% Triton;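 note: potency is the fitted concentration of half-maximal effect; 0% = no-compound wells and -100% = no-enzyme wells; nearly all actives have a fitted effect of over 25% in size; some results filed as inactive show a strong effect at the top dose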
Target sequence (P00811 whole entry, looked up): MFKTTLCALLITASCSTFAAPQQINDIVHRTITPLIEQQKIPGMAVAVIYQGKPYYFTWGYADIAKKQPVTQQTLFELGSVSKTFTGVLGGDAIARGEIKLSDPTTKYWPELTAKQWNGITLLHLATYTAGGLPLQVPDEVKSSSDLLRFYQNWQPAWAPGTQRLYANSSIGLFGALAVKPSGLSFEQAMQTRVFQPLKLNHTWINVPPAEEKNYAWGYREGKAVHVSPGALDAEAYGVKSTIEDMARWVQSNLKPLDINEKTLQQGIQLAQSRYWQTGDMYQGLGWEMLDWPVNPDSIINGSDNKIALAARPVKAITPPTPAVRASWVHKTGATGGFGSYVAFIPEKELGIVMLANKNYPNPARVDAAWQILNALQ
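AmpC (5.3 nM in the dispensed reagent) in 20 mM phosphate pH 7.0 with 0.01% (detergent screen) or 0.0001% Triton X-100 was preincubated with compounds for 15 min at room temperature. Nitrocefin was then added from an 800 uM solution, and hydrolysis was followed at 480 nm.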
AMA1 RON2 block = disrupts binding of P. falciparum AMA1 to RON2 | AlphaScreen AMA1-biotinylated RON2 peptide binding | Potency, µM (highest dose often 58.2 µM), without a hit: top-dose activity change, negative = inhibition, hits mostly inhibitors | 360,000 tested, 0.2% active | AID 720542;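 note: potency is the fitted concentration of half-maximal effect; 0% = vehicle wells and -100% = peptide control; nearly all actives have a fitted effect of over 45% in size; some results filed as inactive show a strong effect at the top dose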
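AMA1 (3D7) with his tag at 25 nM final met compounds first, then biotinylated RON2 peptide at 25 nM; detection used donor plus acceptor beads, 10 µg/mL apiece, read by AlphaScreen after 30 min at room temperature.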
Sm TGR inh = blocks Schistosoma mansoni thioredoxin glutathione reductase; Q962Y6; purified TGR, DTNB reduction, TNB absorbance 405 nm; Potency, µM (doses to about 114 µM), without a hit: at the top dose activity change, negative = inhibition, actives largely listed as inhibitors; 360,000 tested, 3% active; AID 485364; note: potency is the fitted concentration of half-maximal effect; nearly all actives have a fitted effect of over 60% in size
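TGR 20 nM + NADPH 100 uM (dispensed conc.), cpd preinc 15 min RT; start with NADPH (500 uM addition) then DTNB (15 mM addition). Kinetic TNB absorbance, 405 nm filter. Four-parameter Hill fit across titration.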
HCMV inh = human cytomegalovirus inhibition; HFF cells, HCMV-luciferase reporter, 72 h; stronger effect = lower value; activity change, negative = inhibition, % at 57.5 µM; 410,000 tested, 4.5% active; in the data active = activity change below about -60%; inconclusive = no clear call, values can overlap the other calls; inactive = above about -39%
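Two-dose cell screen: HFF monolayers treated with compounds and infected with luciferase-expressing HCMV at 1 PFU/cell, 72 h at 37C, then lysed for luciferase measurement.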
HCV inhibitor = HCV inhibition | Huh7.5.1 HCVcc-Cre infection, luciferase reporter, 44 h | Potency, µM (doses to about 41.8 µM), for inactives: at the top dose activity change, negative = inhibition, actives largely listed as inhibitors | 340,000 tested, 3.4% active; note: potency is the fitted concentration of half-maximal effect
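Reporter virus HCVcc-Cre (~0.5 moi) infects cells exposed to compound; seeding density 1,000 cells/well with 4 h settling beforehand. Luminescence, 15 sec read, taken 44 h post-infection following a 15 min RT substrate incubation.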
Starred values were filed as active, the others as inactive; u = inconclusive; x = not tested or not shown; [ ] = dose if it differs, or a comment. Unless noted, calls come from the whole dose curve; as a rule, active = well fitted curve in the direction sought with a large enough effect; inconclusive = small, poorly fitted or top-dose-only effect, or another doubt; inactive = no such curve, though single readings can be large; an effect the other way counts as inactive or inconclusive. Unless noted, % is set by controls: 0 for no effect and ±100 for the full control effect. Compounds were not picked by outcome; overall some 9.3% were active at least once.

SMILES	Giardia FBPA inh	AmpC inh detg	AMA1 RON2 block	Sm TGR inh	HCMV inh	HCV inhibitor
COc1ccc(S(=O)(=O)Nc2cc3c(cc2NCc2ccccc2)n(C)c(=O)n3C)cc1OC	x	-14%	x	-7%	-39	x
CC(C)[C@H](NC(=O)C1CCN(S(=O)(=O)c2ccccc2)CC1)C(=O)NCc1ccncc1	x	7%	-1%	-12%	-20	10%
CN(Cc1c(C(=O)N/N=C/c2cc(F)ccc2F)nnn1-c1nonc1N)C1CCCCC1	-8%	3%	-1%	-13%	5	23%
O=C(NCCc1ccccc1)C1CCN(C(=O)c2sccc2-n2cccc2)CC1	7%	u	-13%	-18%	14	u
CCOc1ccc(NC(=O)c2cnc(N3CCCCC3)c3ccccc23)cc1	x	4%	x	2%	13	x
Cc1cnc(NC(=O)COc2ccc3c(c2)CCC3)s1	x	2%	16%	-7%	-27	u
CCC(C)Nc1ccc(NC(C)CC)cc1 (configuration not stated)	x	1%	u	32µM*	x	22µM*
O=C(NN1C(=O)C2C3C=CC(C3)C2C1=O)c1ccccc1 (configuration not stated)	5%	u	9%	x	u	6%
O=C(c1n[nH]c2c1CCCC2)n1ccnc1	-16%	0%	x	-3%	x	12%
Cc1nc(-c2cccc(NC(=O)COc3ccc(Cl)cc3)c2)cs1	x	-2%	-12%	17%	-64*	x
CCN(Cc1ccccc1)C(=O)CN1C(=O)c2ccccc2S1(=O)=O	x	-8%	10%	4%	-40	-3%
O=C(NN1C(=O)C2C3c4ccccc4C(c4ccccc43)C2C1=O)c1ccc(Cl)cc1 (configuration not stated)	-5%	-4%	1%	-2%	35	-17%
O=C(CSc1nc2ccccc2c(=O)n1-c1ccccc1)N1CCCc2ccccc21	-7%	-7%	-15%	2%	-19	2%
C=CCC[C@@H](Cc1ccc(F)cc1)C(=O)OC[C@@H](Cc1c[nH]c2ccccc12)NC(=O)[C@@H](CC=C)CC(=O)N(CCO)Cc1ccccc1	x	x	-19%	x	-17	u
CN(C)c1ccc(CNC(=O)c2cc3cc(S(=O)(=O)N4CCCCC4)ccc3n2C)cc1	x	4%	x	5%	-22	x
O=C(c1ccco1)N1CCN(C(c2ccccc2)c2nnnn2Cc2cccs2)CC1 (configuration not stated)	8%	u	0%	u	-8	-14%
CN1CCN(C(=O)CSc2ccc(Cl)cc2)CC1	7%	2%	6%	0%	9	7%
CCCNC(=O)CNC(=S)N(Cc1ccccc1F)C1CCCCC1	7%	u	-7%	1%	-21	-5%
CCN(CC)S(=O)(=O)c1ccc(Oc2ccccc2)c(N)c1	-1%	-5%	-21%	-1%	-6	7%
O=S(=O)(Nc1cccc(-n2cnnn2)c1)c1cc(Cl)ccc1Cl	5%	-12%	-2%	-4%	-8	5%

The closing 2 entries of the part above lead into the next:
SMILES	Giardia FBPA inh	AmpC inh detg	AMA1 RON2 block	Sm TGR inh	HCMV inh	HCV inhibitor
CCN(CC)S(=O)(=O)c1ccc(Oc2ccccc2)c(N)c1	-1%	-5%	-21%	-1%	-6	7%
O=S(=O)(Nc1cccc(-n2cnnn2)c1)c1cc(Cl)ccc1Cl	5%	-12%	-2%	-4%	-8	5%
O=C1CSc2ccc(C(=O)NCc3ccccn3)cc2N1	x	x	0%	x	-27	28%
O=C(Nc1nc2ccccc2[nH]1)c1cc(F)cc(F)c1	10%	2%	85%[activator]	6%	10	3%
O=C(NCc1n[nH]c(=S)n1-c1ccc([N+](=O)[O-])cc1)c1ccc(S(=O)(=O)N2CCOCC2)cc1	-17%	5%	10%	-1%	-35	26%
Nc1n[nH]c(C2CCCCC2)n1	0%	5%	-6%	u	u	23%
O=C(O)c1cccc(-n2cccc2C=C2C(=O)c3ccccc3C2=O)c1	2%	1%	-19%	-33%	3	23%
COc1cccc(-c2n[nH]c(=S)n2Cc2ccco2)c1OC	-10%	-11%	20%	-25%	8	0%
CC(=O)c1cccc(NC(=O)N2CCCC2C(=O)Nc2cc(C)ccc2C)c1 (configuration not stated)	6%	-2%	3%	-12%	-6	-3%
O=c1oc2ccccc2cc1C1=Nn2c(nnc2-c2cccnc2)SC1	20%	1%	-4%	-26%	34	14%
O=C(Nc1cccc(S(=O)(=O)NC2=NCCC2)c1)c1cc(Cl)ccc1[N+](=O)[O-]	x	-9%	-1%	-12%	x	u
COc1ccccc1CCN1CCCC(CN(C)C(=O)c2ccco2)C1 (configuration not stated)	-7%	u	-4%	-7%	24	-26%
O=C1NC(=Nc2ccccc2)S/C1=C\c1cccnc1	0%	4%	-10%	0%	-18	7%
Cc1ccc(S(=O)(=O)N2CCCC(CCC(=O)NCc3ccccc3F)C2)s1 (configuration not stated)	3%	2%	1%	u	5	u
CNc1ncc(C(=O)c2ccc(Br)cc2)s1	4%	2%	-12%	-7%	22	-21%
CC(C)(C)OC(=O)C[C@H]1C/C=C\C[C@@H](CC(=O)NCCO)C(=O)NC[C@@H](c2ccccc2)OC1=O	x	x	-3%	x	-4	9%
O=C(NNC(=O)c1cccs1)c1ccco1	2%	u	7%	0%	-8	3%
O=c1oc2ccc(C#CC3(O)CCCCC3)cc2cc1-n1cc(-c2ccccn2)nn1	x	x	-9%	x	-13	11%
Cc1[nH]c2ccccc2c1C(=O)CSCC(=O)O	-1%	-11%	15%	-12%[11.4 µM]	13	11%
CCOC(=O)c1scc(-c2ccccc2)c1S(=O)(=O)Nc1ccccc1OC	x	18%	x	0%	-11	x
CCc1sc(NC(=O)COC)nc1-c1ccccc1	-5%	-13%	0%	0%	-1	u
COc1ccc(C(=O)NC23CC4CC(CC(C4)C2)C3)cc1OC	-1%	-12%	9%	-19%	12	8%
O=C(c1ccccc1)c1ccc(C(=O)N2CCN(c3ccc(O)cc3)CC2)cc1	x	x	-13%	x	-78*	-3%
COc1ccccc1CNC(=O)Cn1ncn2c(cc3sccc32)c1=O	x	23%	x	-9%	2	x
CCN(CC(=O)Nc1cc(Cl)ccc1C)C(=O)CCS(=O)(=O)c1ccc(C)cc1	x	-10%	-5%	-24%	1	-12%
CSCCC(NS(=O)(=O)c1ccc(Cl)cc1)C(=O)N1CCN(c2ccccc2)CC1 (configuration not stated)	x	x	10%[11.6 µM]	x	-34	-30%
O=Cc1cn(-c2ccccc2)nc1-c1ccncc1	0%	-12%	-3%	-5%	14	-24%
O=C(CSc1nc2ccccc2s1)N/N=C/c1ccco1	-22%	3%	-9%	-2%	5	6%
CSc1nnc(CCCCCNC(=O)OC(C)(C)C)o1	3%	1%	-5%	14%	14	19%
COC(=O)c1c(C)cc(C)n2c1nc1ccccc12	20%	1%	-1%	2%	7	u
Cc1ccc(-c2cnc(SCCNC(=O)c3ccco3)[nH]2)cc1	x	2%	-14%	0%	-16	u
Cc1ccc2nc(-c3cc(NC(=O)/C=C/c4ccccc4)ccc3Cl)oc2c1	x	-2%	x	-6%	13	x
CC(=O)Nc1ccc(NC(=O)CCCCCn2nnc3ccccc3c2=O)cc1	-19%	-8%	15%	3%	-7	14%
CCOC(=O)NC(CC(=O)O)c1ccc(OC)c(OC)c1 (configuration not stated)	3%	0%	5%	-4%	47	2%
O=C(Nc1ncn[nH]1)c1c(Cl)ccc(Cl)c1Cl	-5%	3%	24%	1%	10	-5%
O=C(N1CCCCC1)N1CCN(S(=O)(=O)c2ccc(Cl)cc2)CC1	8%	-5%	-23%	-4%	1	9%
OCC(O)C1OC(c2ccccc2)OC(CO)C1O (configuration not stated)	x	x	-1%	x	16	4%
O=C(NCCCN1CC1)Nc1cccc2ccccc12	x	x	-3%	x	-11	3%
COCc1ccc([C@@H]2C[C@H]3CN(Cc4cccc(Cl)c4)C(=O)[C@]34CCCN24)o1	1%	-11%	0%	-30%[57.1 µM]	8	-9%
COC(=O)CSc1nc(C2CC2)cc(C(F)(F)F)c1C#N	6%	-4%	-13%	25%	-12	-25%
CC(C)(CNC(=O)c1cc(-c2ccc(Cl)s2)nc2ccccc12)N1CCOCC1	x	-17%	4%	-1%	-17	-30%
CCc1ccc(N(C(=O)c2ccco2)C(C(=O)NC2CCCC2)c2ccncc2)cc1 (configuration not stated)	8%	2%	0%	-9%	0	-9%

4 compounds drawn at random from those above, as already listed:
SMILES	Giardia FBPA inh	AmpC inh detg	AMA1 RON2 block	Sm TGR inh	HCMV inh	HCV inhibitor
O=C(NNC(=O)c1cccs1)c1ccco1	2%	u	7%	0%	-8	3%
O=C(NCCCN1CC1)Nc1cccc2ccccc12	x	x	-3%	x	-11	3%
O=C(NN1C(=O)C2C3C=CC(C3)C2C1=O)c1ccccc1 (configuration not stated)	5%	u	9%	x	u	6%
CCN(CC)S(=O)(=O)c1ccc(Oc2ccccc2)c(N)c1	-1%	-5%	-21%	-1%	-6	7%

Next section:
SMILES	Giardia FBPA inh	AmpC inh detg	AMA1 RON2 block	Sm TGR inh	HCMV inh	HCV inhibitor
CC(=O)Oc1ccc2c(c1)CCC1C2CCC2(C)C(OC(C)=O)CCC12 (configuration not stated)	x	x	5%	x	2	-13%
COC(=O)N/N=C\c1ccc(OC/C=C/c2ccccc2)c(OC)c1	x	5%	44%[activator]	3%	-2	-10%
Cc1csc(SCC(=O)Nc2nc(-c3ccccc3)cs2)n1	-6%	u	-6%	-3%	196	14%
CN(C1=C(N2CCCCC2)C(=O)c2ccccc2C1=O)c1ccccc1	u	3%	9.5µM*	u	-20	13µM*
CC(C)=CCC/C(C)=C/CNC(=O)C[C@H]1C[C@H](C(=O)N2CCOCC2)[C@@]2(C)c3[nH]c4cc(CCC(=O)N(C)C)ccc4c3CCN2C1=O	x	x	-7%	x	-9	u
Cc1nnc(C)n1/N=C/C=C/c1ccccc1	5%	-9%	-2%	1%	-35	7%
COc1ccccc1NC(=O)CSc1nnc2c3ccccc3n(C)c2n1	x	-5%	x	12%	8	x
COc1ccc(CCn2c(NCc3ccco3)nc3c2c(=O)[nH]c(=O)n3C)cc1	-5%	-14%	9%	4%[11.4 µM]	-1	4%
O=C1CCCC2=C1C1O[C@](c3ccsc3)(Cc3c1ccc1ccccc31)O2	15%[12.9 µM]	4%[22.9 µM]	x	u	x	x
N#C/C(=C\Nc1ccccc1SC(F)(F)F)c1nc(-c2ccc(Cl)cc2)cs1	-1%	10%	3%	-3%	18	-5%
Cc1ccc(S(=O)(=O)NCc2ccc3c(c2)OCO3)cc1C	1%	-2%	8%	9%	33	8%
CCCn1c(=O)n(C)c(=O)c2c(SCC(=O)NCc3ccco3)nc(C3CC3)nc21	3%	8%	3%	u	x	-4%
Oc1cccc(N2Cc3ccccc3C2)c1	-8%	-4%	-5%	10µM*	x	-10%
CN(C(=O)Cn1c(=O)oc2cc(S(=O)(=O)N3CCCC3)ccc21)C1CCCCC1	-5%	0%	9%	5%	-28	-3%
COc1ccc(CCNC(=O)C(=O)NCC2OCCN2S(=O)(=O)c2ccc3c(c2)OCCO3)cc1 (configuration not stated)	x	-7%	-4%	-2%	-29	u
Cn1c(=O)[nH]c(=O)c2c1nc(SCCN1CCCCC1)n2CCCc1ccccc1	u	-11%	13%	5%	7	-23%
CCOC(=O)N1CCN(C(=O)C2CC(=O)N(c3ccccc3)C2)CC1 (configuration not stated)	x	3%	17%	1%	1	x
